High-throughput results deposited in PubChem by National Center for Advancing Translational Sciences (NCATS).
CBFb-RUNX1 inh: CBF-beta/RUNX1 interaction disruption; 230,000 tested, under 10 active; Q01196+Q13951; AlphaScreen CBFb-His/RUNX1-biotin binding, biochemical; Potency, µM (top dose mostly 59.8 µM), for inactives: at the highest dose activity, negative = inhibition, hits mostly inhibitors; note: % of control where 0% means no effect
Target sequence (Q01196 whole entry, looked up): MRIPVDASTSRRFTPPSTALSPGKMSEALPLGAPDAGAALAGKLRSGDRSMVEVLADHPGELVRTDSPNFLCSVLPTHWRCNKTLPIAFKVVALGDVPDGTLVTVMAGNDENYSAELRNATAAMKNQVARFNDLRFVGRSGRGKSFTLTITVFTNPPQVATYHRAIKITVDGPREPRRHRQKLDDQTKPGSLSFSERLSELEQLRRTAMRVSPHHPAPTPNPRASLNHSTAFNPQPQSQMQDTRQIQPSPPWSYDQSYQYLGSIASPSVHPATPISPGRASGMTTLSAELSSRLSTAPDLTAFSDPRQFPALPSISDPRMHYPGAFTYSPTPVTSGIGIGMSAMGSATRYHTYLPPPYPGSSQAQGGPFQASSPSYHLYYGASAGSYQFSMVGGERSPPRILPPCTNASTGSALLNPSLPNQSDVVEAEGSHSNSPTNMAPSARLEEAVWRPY
Target sequence (Q13951 whole entry, looked up): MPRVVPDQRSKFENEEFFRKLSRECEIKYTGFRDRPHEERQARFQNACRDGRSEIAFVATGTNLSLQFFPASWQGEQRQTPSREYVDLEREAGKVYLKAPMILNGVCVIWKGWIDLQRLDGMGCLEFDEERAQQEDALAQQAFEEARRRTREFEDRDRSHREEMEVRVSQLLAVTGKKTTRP
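AlphaScreen proximity signal reports loss of binding between His-tagged CBF-beta and biotin-labelled RUNX1, each at 30 nM. Proteins are pre-associated for 20 minutes, compounds added for 15 minutes, then beads for 90 minutes, all at ambient temperature.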
HTT aggregate: reduces HttQ103-GFP aggregates in PC12 cells | PC12 HttQ103-GFP aggregates, Acumen cytometry, 40 h | AID 1688 | Potency, µM (titrated, usually from 46.1 µM), for the others: top-dose activity change, negative = inhibition, hits mostly inhibitors | actives 1.1% (n = 220,000); note: potency is the fitted concentration of half-maximal effect; % is set by controls: 0 for no effect and ±100 for the full control effect; nearly all actives have a fitted effect of over 60% in size
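Ecdysone-promoter PC12 model expressing HTT exon 1 Q103 fused to GFP, induced by tebufenozide at 100 nM final. Compounds titrated; aggregates sized 1–25 µm scored on a 488 nm laser cytometer.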
HTT ATP protect: Huntington cell model cytoprotection by ATP luminescence. PC12 HTT-Q103 induced, cytoprotection, ATP luminescence, 40 h. Potency, µM (top dose mostly 56.4 µM), for the others: cytoprotection (ATP increase), hits mostly activators. actives 0.14% (n = 230,000). AID 1471;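 note: potency is the fitted concentration of half-maximal effect; % of control where 0% means no effect; nearly all actives have a fitted effect of over 45% in size; toxic huntingtin expression switched on by the ecdysone agonist tebufenozide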
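Huntington model: PC12 line, ecdysone-inducible HTTQ103 exon1–GFP, tebufenozide 100 nM. Test articles in a dose series. Endpoint luminescence from cellular ATP.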
LMNA splice mod: changes lamin A minigene splicing in HeLa cells; HeLa LMNA splicing GFP/RFP minigene ratio, 48 h; Potency, µM (doses to about 46.1 µM), inactives show at the highest dose ratio change, negative = inhibition, usual class: inhibitors; AID 1487; actives 0.01% (n = 200,000); active = well fitted inhibition curve with a large enough effect in the signal ratio, with a control signal flat, not every such curve was filed as active; inconclusive = small, poorly fitted or top-dose-only effect, or effect the other way, or a change in a side signal; the % refers to the signal ratio; note: potency is the fitted concentration of half-maximal effect; % is set by controls: 0 for no effect and ±100 for the full control effect
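Read-out is the ratio of GFP to DsRed2 object intensity, acquired by 488 nm laser-scanning cytometry on HeLa lamin A-EGFP minigene reporter cells. Compound incubation 48 hrs at 37 °C in Opti-MEM with 2% FBS; DMSO 0.5% final.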
GAA glycogen mod: GAA glycogen-cleavage inhibition or activation. AID 2100. P10253. actives 0.38% (n = 300,000). Potency, µM (series often up to 76.4 µM), without a hit: at the top dose activity change, negative = inhibition, actives largely listed as inhibitors. recombinant GAA, glycogen substrate, Amplex Red glucose oxidase fluorescence;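 note: potency is the fitted concentration of half-maximal effect; 0% = full enzyme reaction and -100% = no-enzyme basal signal; the screen sought inhibitors and activators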
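Recombinant human alpha-glucosidase (4 nM final) hydrolysed bovine liver glycogen (30 ug) for 40 min at 37 C in pH 5.0 citrate/phosphate with 0.01% Tween-20. Released glucose detected by glucose oxidase/Amplex Red, Ex 573/Em 610 nm. Compounds up to 77 uM; AC50 from Hill fits.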
GAA inhib: alpha-glucosidase (human) inhibition. purified human GAA, 4-MU-alpha-glucoside fluorescence. Potency, µM (top dose mostly 76.9 µM), for inactives: at the top dose activity change, negative = inhibition, usual class: inhibitors. actives 0.005% (n = 200,000). AID 1466;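 note: potency is the fitted concentration of half-maximal effect; plate controls were uninhibited enzyme wells for no effect and no-enzyme background for full effect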
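qHTS format, compound range up to 77 uM. Human lysosomal enzyme at 4 nM, 400 uM 4-MU glucoside substrate, pH 5.0, 20 min room temperature; fluorescence after alkaline stop gives activity normalized to controls.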
aGlu spleen mod: inhibits or activates alpha-glucosidase in human spleen homogenate; Potency, µM (series often up to 79.9 µM), without a hit: at the top dose activity change, negative = inhibition, hits mostly inhibitors; human spleen homogenate, 4-MU-alpha-glucoside fluorescence; AID 2112; actives 0.006% (n = 240,000);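 note: potency is the fitted concentration of half-maximal effect; 0% = enzyme with vehicle and -100% = no enzyme basal signal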
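AC50 values come from Hill-equation fits of concentration-response data, normalized to no-enzyme and full-activity controls. Enzyme source: 1 ug human spleen homogenate; 1 mM fluorogenic 4-MU glucoside, pH 5.0 citrate buffer, 37 C, 40 min.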
The depositor's hits bear a star; ? = inconclusive; nt = not tested or not shown; & = joins results of further samples; [ ] = dose if it differs, or a comment. Unless noted, calls come from the whole dose curve; as a rule, active = well fitted curve in the direction sought with a large enough effect; inconclusive = small, poorly fitted or top-dose-only effect, or another doubt; inactive = no such curve, though single readings can be large; an effect the other way counts as inactive or inconclusive.

Assay codes – A = CBFb-RUNX1 inh; B = HTT aggregate; C = HTT ATP protect; D = LMNA splice mod; E = GAA glycogen mod; F = GAA inhib; G = aGlu spleen mod
CCOC(=O)c1sc2nc(CSc3ccccc3)[nH]c(=O)c2c1C
  A: -6%; B: -8%; C: nt; D: nt; E: 3%; F: -10%; G: -1%
CCc1c(C)sc(NC(=O)C2CC2c2ccccc2)c1C(N)=O (centres undefined)
  A: -8%; B: -13%; C: -5%; D: ?; E: -10%; F: 7%; G: -1%
Cc1nc([N+](=O)[O-])c(N2CCN(Cc3ccccc3)CC2)n1Cc1ccccc1
  A: -8%; B: 8%; C: 16%[10 µM]; D: 5%; E: 4%; F: -4%; G: -7%
COCCNC(=O)c1ccc(N(C)S(=O)(=O)c2ccc(OC)c(OC)c2)cc1
  A: -4%; B: -3%; C: -15%[0.074 µM]; D: -7%; E: 1%; F: -8%; G: -7%
CCCCN(C(=O)c1ccc2c(c1)OCO2)c1ccccc1
  A: 8%; B: 0%; C: -10%; D: nt; E: -1%; F: -3%; G: -2%
CCCCCOc1ccc(C2C(C(C)=O)=C(C)Nc3ncnn32)cc1OC (centres undefined)
  A: 2%; B: -16%; C: -12%; D: ?; E: -1%; F: 0%; G: 0%
COc1ccccc1/C=C/C(=O)NCC(=O)n1nc(C)cc1C
  A: 1%; B: -12%[9.22 µM]; C: 6%[10 µM]; D: nt; E: 5%; F: 14%; G: 0%
COc1ccc(-c2c(C)[nH]n3c(=O)c(Cc4ccccc4)c(C)nc23)cc1OC
  A: 7%; B: ?; C: nt; D: ?; E: -1%; F: -1%; G: -25%
CNc1ncnc2c1ncn2[C@H]1C[C@H](OP(=O)(O)O)[C@H](COP(=O)(O)O)O1
  A: 0%[21.7 µM]; B: nt; C: 6%; D: nt; E: nt; F: nt; G: -2%
C=C(C)COc1ccc(-c2[nH]ncc2Oc2ccc(OC)cc2)c(O)c1
  A: 2%; B: 35%[9.22 µM]; C: -1%[10 µM]; D: nt; E: -14%; F: nt; G: -5%
O=c1c(Cc2c(F)cccc2Cl)c(O)ccn1CCCN1CCOCC1
  A: 18%; B: 9%; C: nt; D: nt; E: 6%; F: 4%; G: -11%
N#C/C(=C/c1ccc(N2CCCCC2)o1)C(=O)Nc1ccc(Cl)cc1
  A: 14%; B: ?; C: 13%[10 µM]; D: ?; E: 6%; F: -4%; G: 2%
CC1CCCCC1NC(=S)NC(=O)c1cccs1 (centres undefined)
  A: -3%; B: -25%[9.22 µM]; C: -10%[10 µM]; D: nt; E: -6%; F: nt; G: -4%
COc1ccc(Cn2c(N)c(C#N)c3nc4ccccc4nc32)cc1
  A: ?; B: -5%; C: 29%[10 µM]; D: -2%; E: -1%; F: ?; G: 16%
CC(Oc1ccccc1)C(=O)N=Nc1c(O)[nH]c2ccc([N+](=O)[O-])cc12 (centres undefined)
  A: 3%; B: -25%; C: 21%; D: nt; E: 4%; F: -2%; G: 2%
COc1nc(C)nc2c1sc1nc3c(cc12)COC(C)(C)C3
  A: -9%; B: 7%; C: -20%; D: -7%; E: -5%; F: -11%; G: -4%
COC(=O)CNC(=O)CSc1ccccn1
  A: 4%; B: -8%[9.22 µM]; C: -4%[10 µM]; D: nt; E: -3%; F: nt; G: 7%
Cc1noc(NS(=O)(=O)c2ccc(NC(=O)C34CC5CC(C3)CC(n3cnc(Cl)n3)(C5)C4)cc2)c1C
  A: -3%; B: -18%; C: nt; D: ?; E: 1%; F: 2%; G: -10%
Cc1c(CNCCCc2ccccc2)c(C(=O)O)c(C)n1Cc1ccccc1
  A: 1%; B: 0%; C: -10%; D: 14%[46 µM]; E: -6%; F: -8%; G: 5%
COc1ccc(C(=O)COc2ccc(F)cc2)c(O)c1
  A: 19%; B: -1%[9.22 µM]; C: 5%[10 µM]; D: -4%[46 µM]; E: 1%; F: 0%[15.4 µM]; G: 5%

Some entries already given, reduced to aGlu spleen mod and HTT aggregate.
mol	aGlu spleen mod	HTT aggregate
COCCNC(=O)c1ccc(N(C)S(=O)(=O)c2ccc(OC)c(OC)c2)cc1	-7%	-3%
CCCCN(C(=O)c1ccc2c(c1)OCO2)c1ccccc1	-2%	0%
CCCCCOc1ccc(C2C(C(C)=O)=C(C)Nc3ncnn32)cc1OC (centres undefined)	0%	-16%

The listing picks up with the 2 entries that preceded the break.
Assay codes – A = CBFb-RUNX1 inh; B = HTT aggregate; C = HTT ATP protect; D = LMNA splice mod; E = GAA glycogen mod; F = GAA inhib; G = aGlu spleen mod
Cc1c(CNCCCc2ccccc2)c(C(=O)O)c(C)n1Cc1ccccc1
  A: 1%; B: 0%; C: -10%; D: 14%[46 µM]; E: -6%; F: -8%; G: 5%
COc1ccc(C(=O)COc2ccc(F)cc2)c(O)c1
  A: 19%; B: -1%[9.22 µM]; C: 5%[10 µM]; D: -4%[46 µM]; E: 1%; F: 0%[15.4 µM]; G: 5%
CCOC(=O)C1=C(N)Oc2ccc3ccccc3c2C1c1cccnc1 (centres undefined)
  A: -5%; B: 6%; C: 24%[10 µM]; D: -8%; E: 4%; F: 5%; G: 1%
COCCCN=C1NN=C(c2cc(C)n(Cc3ccco3)c2C)CS1
  A: -28%; B: -1%; C: -50%[inhibitor][10 µM]; D: ?; E: 9%; F: -5%; G: -6%
CC1(C(=O)NCCN2CCOCC2)C=CCN1C(=O)c1ccccc1 (centres undefined)
  A: -1%[2.36 µM]; B: -5%; C: 14%; D: ?; E: 6%; F: 6%; G: -2%&11%
COC(=O)CCC(=O)OC1(C)C(=O)C2=CN(Cc3ccco3)C(c3ccc(OC)cc3)=CC2=C(Br)C1=O (centres undefined)
  A: 5%[13.1 µM]; B: nt; C: -11%[10 µM]; D: ?; E: nt; F: nt; G: 8%[17.4 µM]
Cc1nnc(SCC(=O)c2c(N)n(C)c(=O)n(C)c2=O)[nH]c1=O
  A: 4%; B: -7%; C: 18%; D: ?; E: -6%; F: -3%; G: -6%
CCNS(=O)(=O)c1ccc(OC)c(C)c1
  A: 4%; B: -1%; C: -9%; D: 9%; E: -13%; F: -4%; G: -7%
CCN1CSC(=S)N(Cc2ccc(OC)cc2)C1
  A: 2%; B: 17%[9.22 µM]; C: -35%[inhibitor][0.074 µM]; D: nt; E: ?; F: 0%; G: 3%
COC(=O)[C@@H](NC(=O)Nc1ccccc1F)C(C)C
  A: 9%; B: 6%; C: -13%; D: -1%; E: -19%; F: 3%; G: 4%
COc1ccc(C(=O)NCCc2c[nH]c3ccccc23)cc1S(=O)(=O)N1CCOCC1
  A: 0%; B: 4%; C: 2%[10 µM]; D: -3%; E: -5%; F: -4%; G: -3%
NS(=O)(=O)c1cccc(NC(=O)C2CC(=O)N(Cc3ccco3)C2)c1 (centres undefined)
  A: 4%; B: -19%[9.22 µM]; C: 5%[10 µM]; D: nt; E: -1%; F: nt; G: -9%
O=C1CC(SC2=NCCS2)C(=O)N1c1ccc(Br)cc1 (centres undefined)
  A: 1%; B: -16%; C: 32%[10 µM]; D: -2%; E: 2%; F: 1%; G: -4%
Cc1oc(-c2cccs2)nc1CN1CC[C@@](O)(c2ccccc2)[C@H]2CCCC[C@@H]21
  A: 4%; B: -5%; C: -16%; D: nt; E: 5%; F: -1%; G: -7%
COc1ccc(C2N(c3cc(C)on3)C(=O)C3CCCN32)cc1OC (centres undefined)
  A: 9%; B: 12%; C: -15%; D: 7%; E: 1%; F: -1%; G: -3%
O=C(NCc1ccncc1)C(F)(F)C(F)(F)C(=O)NCc1ccncc1
  A: 3%; B: -12%; C: 4%; D: -2%; E: 4%; F: 10%; G: -1%
COC(=O)/C=c1\[nH]c2nnc(C)n2c1=O
  A: 5%; B: -12%[9.22 µM]; C: -8%[10 µM]; D: nt; E: 2%; F: nt; G: -18%
COc1ccc(NC(=O)CSc2ccccn2)cc1OC
  A: 4%; B: -19%; C: -16%; D: 3%; E: 7%; F: 4%; G: -2%
O=C(Cc1ccccc1Cl)N1CCN(c2ncccn2)CC1
  A: 22%; B: 9%; C: -3%; D: -8%[46 µM]; E: -1%; F: 15%; G: 4%
O=S(=O)(c1cnccc1N1CCN(/N=C/c2ccc(Br)cc2)CC1)N1CCCCC1
  A: 3%; B: ?; C: -92%[inhibitor][10 µM]; D: 10%; E: 3%; F: -7%; G: 4%
COc1ccccc1Nc1c([N+](=O)[O-])cncc1[N+](=O)[O-]
  A: 3%; B: 9%[9.22 µM]; C: -7%[10 µM]; D: nt; E: 16%; F: 2%; G: -6%
CCOc1ccc(-c2nnn(CC(=O)c3ccc4c(c3)OCCO4)n2)cc1OCC
  A: 0%; B: 14%; C: -3%[10 µM]; D: ?; E: 2%; F: 0%; G: 4%

The list goes on:
Structure	CBFb-RUNX1 inh	HTT aggregate	HTT ATP protect	LMNA splice mod	GAA glycogen mod	GAA inhib	aGlu spleen mod
CCOC(=O)c1ccc(N2C(=O)c3n[nH]c(-c4ccco4)c3C2c2cccc([N+](=O)[O-])c2)cc1 (centres undefined)	?	4%	3%[10 µM]	?	-4%	-5%	-6%
CCNc1nc(NC(C)C)nc(Oc2ccc(OCc3ccccc3)nn2)n1	8%	5%	3%[1.9 µM]	-6%	-5%	-3%	-1%
N#C/C(=N\Nc1ccc([N+](=O)[O-])cc1)C(=N)N1CCOCC1	5%	-19%[9.22 µM]	12%[10 µM]	nt	-10%	-18%	4%
CC(NC(=S)Nc1c(Br)cccc1OC(F)F)C(C)(C)C (centres undefined)	5%	?	1%[10 µM]	3%	-1%	-2%	6%
CC1CCCCC1NC(=O)/C(C#N)=C/c1ccccc1F (centres undefined)	9%	12%	18%[0.074 µM]	?	-3%	0%	1%
COc1ccc(COC(=O)N/N=C2/C[C@@H](O)[C@@H](O)[C@@H]3[C@@H]4C(=O)N(c5cccc(Oc6ccccc6)c5)C(=O)[C@H]4CC[C@H]23)cc1	5%[13.1 µM]	nt	-13%[10 µM]	nt	nt	nt	5%[17.4 µM]
CCC(C)N=Cc1c(NCc2ccco2)nc2c(C)cccn2c1=O (centres undefined)	6%	5%	9%	10%	0%	1%	-3%
